HP1b binding inh: blocks HP1-beta chromodomain binding to methylated histone tails | AID 540317 | P83916 | 390,000 compounds, 0.56% hits | Potency, µM (doses to about 114 µM), inactives show top-dose activity change, negative = inhibition, actives largely listed as inhibitors | AlphaScreen HP1-beta / biotin-H3K9me3 peptide binding; note: nearly all actives have a fitted effect of over 70% in size; inactives centre near 23
Target sequence (P83916 whole entry, looked up): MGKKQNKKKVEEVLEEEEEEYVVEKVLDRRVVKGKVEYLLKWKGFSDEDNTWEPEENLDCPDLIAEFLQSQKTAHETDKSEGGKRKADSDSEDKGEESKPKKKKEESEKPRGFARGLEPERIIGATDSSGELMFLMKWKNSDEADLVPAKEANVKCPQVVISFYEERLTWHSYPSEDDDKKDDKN
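Compound inhibition of the preformed complex between 50 nM HP1-beta and 50 nM biotinylated H3K9me3 peptide was read by AlphaScreen. Buffer was PBS pH 7.4 with 0.01% Tween-20. Incubations ran 30 min at room temperature, with 10 ug/mL donor/acceptor beads.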
Pin1 inhibitor: blocks the human prolyl isomerase Pin1; Pin1 FP peptide displacement, HiFluor488, 10 min; Q13526; 390,000 compounds, 0.009% hits; Potency, µM (highest dose often 115 µM), for the others: top-dose activity, negative = inhibition, most hits filed as inhibitors; active = well fitted inhibition curve with a large enough effect in the polarisation, with a control signal flat, not every such curve was filed as active; inconclusive = small, poorly fitted or top-dose-only effect, or effect the other way, or a change in a side signal; inactive = no such curve, though single readings can be large or run the other way; the % refers to the polarisation; note: % is set by controls: 0 for no effect and ±100 for the full control effect
Target sequence (Q13526 whole entry, looked up): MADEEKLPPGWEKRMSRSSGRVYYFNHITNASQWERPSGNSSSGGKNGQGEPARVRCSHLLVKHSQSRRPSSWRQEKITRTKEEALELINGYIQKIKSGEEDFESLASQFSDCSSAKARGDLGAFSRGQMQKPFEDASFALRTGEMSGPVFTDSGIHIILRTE
BAZ2B block: inhibitors of human BAZ2B bromodomain | Q9UIF8 | AlphaScreen BAZ2B-H3K14Ac peptide displacement | Potency, µM (doses to about 114 µM), inactives show at the highest dose activity change, negative = inhibition, hits mostly inhibitors | 360,000 compounds, 4.4% hits; note: % is set by controls: 0 for no effect and ±100 for the full control effect; nearly all actives have a fitted effect of over 60% in size
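Complex of BAZ2B and biotin-H3K14Ac (50 nM apiece) forms over 30 min at RT, then faces library compounds up to 110 uM for another 30 min; AlphaScreen beads added, 20 min dark incubation, luminescence read.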
BLM inh: Bloom syndrome helicase (human) inhibition. P54132. recombinant BLM DNA unwinding, fluorescence dequenching. Potency, µM (top dose mostly 56.1 µM), for inactives: top-dose activity change, negative = inhibition, usual class: inhibitors. 350,000 compounds, 0.2% hits;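 note: plate controls were vehicle for no effect and no enzyme for full effect; nearly all actives have a fitted effect of over 35% in size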
POLI inh: inhibitors of human DNA polymerase iota; Pol iota fluorescent replication assay, 10 min; AID 588590; Potency, µM (series often up to 115 µM), without a hit: at the highest dose activity, negative = inhibition, actives largely listed as inhibitors; 390,000 compounds, 1% hits
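Fluorescent replication assay read twice, at 0 min and 10 min after adding 50 nM (final) substrate. Enzyme (10 nM) and compounds were first incubated 15 min at room temperature; enzyme-free buffer wells were negative controls.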
JMJD2A Tudor: blocks the human JMJD2A Tudor domain; O75164; AlphaScreen JMJD2A-Tudor / H3K4me3 peptide binding; Potency, µM (highest dose often 114 µM), for the others: top-dose activity change, negative = inhibition, hits mostly inhibitors; 390,000 compounds, 4.4% hits; note: % is set by controls: 0 for no effect and ±100 for the full control effect; nearly all actives have a fitted effect of over 50% in size
PGK inhibitor: blocks T. brucei phosphoglycerate kinase; PGK/GAPDH coupled, Kinase-Glo luminescence, 60 min; Potency, µM (doses to about 57.5 µM), without a hit: top-dose activity change, negative = inhibition, hits mostly inhibitors; 380,000 compounds, 0.043% hits; note: % is set by controls: 0 for no effect and ±100 for the full control effect; nearly all actives have a fitted effect of over 60% in size
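Recombinant glycosomal PGK reaction used 1,3-bisphosphoglycerate generated in-well by GAPDH (100nM final) in 100mM TEA pH 7.6, 5mM MgCl2, 0.01% Tween-20. After 60 minutes at room temperature, ATP was read by Kinase-Glo Plus luminescence end-point.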
G9a inh: blocks human histone lysine methyltransferase G9a; Potency, µM (series often up to 102 µM), inactives show at the top dose activity, negative = inhibition, actives largely listed as inhibitors; AID 504332; 350,000 compounds, 8.8% hits; G9a H3K9 monomethylation, AlphaScreen, 2 h; note: % is set by controls: 0 for no effect and ±100 for the full control effect; nearly all actives have a fitted effect of over 75% in size
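G9a (20 nM) preincubated 15 min RT with compounds, then 500 nM biotinylated H3K9 peptide and 20 uM SAM added; 2 h RT reaction. Monomethyl-H3K9 product detected by AlphaScreen with anti-H3K9me1 antibody, streptavidin donor and anti-rabbit IgG acceptor beads.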
GLS inhibitor: glutaminase GLS (human) inhibition. GLS enzymatic activity, qHTS titration. O94925. Potency, µM (titrated, usually from 45.5 µM), for the others: at the top dose activity change, negative = inhibition, actives largely listed as inhibitors. 410,000 compounds, 0.21% hits; note: % is set by controls: 0 for no effect and ±100 for the full control effect
Target sequence (O94925 whole entry, looked up): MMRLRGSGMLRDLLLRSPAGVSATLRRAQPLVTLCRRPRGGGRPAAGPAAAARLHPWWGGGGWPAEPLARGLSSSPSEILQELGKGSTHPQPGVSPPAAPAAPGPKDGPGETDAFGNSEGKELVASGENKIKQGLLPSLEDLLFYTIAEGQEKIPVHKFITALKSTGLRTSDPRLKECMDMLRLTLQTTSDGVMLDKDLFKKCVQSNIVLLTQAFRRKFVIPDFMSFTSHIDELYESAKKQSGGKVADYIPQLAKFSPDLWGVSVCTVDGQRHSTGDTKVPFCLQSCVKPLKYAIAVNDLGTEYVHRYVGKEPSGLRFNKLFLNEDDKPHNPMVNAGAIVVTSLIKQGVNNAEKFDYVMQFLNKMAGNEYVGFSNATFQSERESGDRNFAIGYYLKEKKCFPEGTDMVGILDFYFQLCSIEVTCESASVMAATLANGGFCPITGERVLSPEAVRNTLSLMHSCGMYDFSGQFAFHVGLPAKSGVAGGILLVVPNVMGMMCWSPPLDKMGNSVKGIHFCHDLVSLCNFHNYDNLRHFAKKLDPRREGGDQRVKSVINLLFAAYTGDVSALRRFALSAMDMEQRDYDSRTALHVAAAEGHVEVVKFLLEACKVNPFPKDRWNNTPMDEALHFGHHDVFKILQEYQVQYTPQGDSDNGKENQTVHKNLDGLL
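hKGA in 45 mM KH2PO4 (pH 8.2), 0.02% Tween-20 with compound, then 1mM L-Glutamine (stock as added) plus glutamate oxidase/HRP/Amplex red coupling mix. Fluorescence read initially and after 30 min at RT; signal change reflects glutamate formation.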
* hit, by the source's call; i = inactive; ? = inconclusive; · = no result given; & = joins results of further samples; [ ] = remark or other dose. Unless noted, calls come from the whole dose curve; as a rule, active = well fitted curve in the direction sought with a large enough effect; inconclusive = small, poorly fitted or top-dose-only effect, or another doubt; inactive = no such curve, though single readings can be large; an effect the other way counts as inactive or inconclusive. Potency is the fitted concentration of half-maximal effect. Not all compounds are listed; the hit share may differ from the screen's.

item	SMILES	PGK inhibitor	Pin1 inhibitor	BLM inh	GLS inhibitor	BAZ2B block
1	COc1cccc(C2N(c3cccc(Cl)c3)C(=O)C3CCCN32)c1 (configuration not stated)	-0.3%	0.3%	2.9%	0.7%	10.4%
2	Cn1nc(C(=O)Nc2cc(F)ccc2F)c2c1-c1ccccc1SC2	5.0%	-4.1%	0.6%	-12.5%	-2.8%
3	Fc1ccccc1N1CCN(Cc2nnc(-c3ccc4c(c3)OCO4)o2)CC1	-0.9%	3.0%	-1.4%	3.1%	-12.2%
4	COC(=O)c1ccc(OCC(=O)Nc2ccsc2C(=O)OC)cc1	-4.9%	-0.4%	1.0%	-12.7%	-12.6%
5	COCCN1CCN(C(=O)c2cc(COc3ccc(F)cc3Cl)on2)CC1	i	-3.2%	-0.8%	-1.3%	-3.8%
6	CC(C)C[C@@H](NC(=O)[C@H]1CCCN1C(=O)Cc1ccccc1)C(N)=O	-0.6%	-3.9%	-3.1%	-0.5%	-8.7%
7	O=C(CSc1n[nH]c(-c2ccccn2)n1)Nc1ccccc1F	-4.3%	2.5%	-2.8%	-20.5%	4.47µM*
8	Brc1ccc(CSc2ncnc3nc[nH]c23)cc1	i	-27.3%	-4.3%	-6.5%	16.8%

item	HP1b binding inh	G9a inh	JMJD2A Tudor	POLI inh
1	56.8%[activator]	0.5%	-9.9%	8.7%
2	41.0%[activator]	-24.5%[59 µM]	-15.6%	41.1%[activator]
3	31.3%	-0.5%[59 µM]	4.8%	23.4%
4	7.2%	-3.0%	-30.2%	77.5%[activator]
5	15.5%	-1.8%	-20.5%	17.0%
6	39.3%[activator]	0.9%	10.7%	9.3%
7	28.8%	29.1%	2.51µM*	15.4%
8	29.0%	10.6%	-20.7%	21.4%

Next part
item	SMILES	PGK inhibitor	Pin1 inhibitor	BLM inh	GLS inhibitor	BAZ2B block
9	Fc1ccc(NC(=S)Nc2ccc(Br)cc2)cc1	-11.8%	3.8%	-6.2%	-10.8%	-0.6%
10	O=C(Cn1ncc2c3ccccc3n(Cc3ccccc3)c2c1=O)NC1CCCCCC1	7.6%	-0.4%	-2.4%	0.2%	-0.8%
11	Cc1ccc(S(=O)(=O)NCCCNS(C)(=O)=O)cc1	1.6%	-5.4%	-4.1%	-1.4%	13.4%
12	O=C(CC1C(=O)NCCN1Cc1cccc(F)c1)NC1CCCCCC1 (configuration not stated)	-0.4%	-0.3%	-5.3%	-0.8%	-14.7%
13	CC(=O)N1CCc2c(sc3c2c(=O)n(Cc2ccccc2)c(=O)n3Cc2ccccc2Cl)C1	i	15.7%	-11.3%	-2.7%	-30.8%
14	CCOC(O)[C@H]1N[C@@H](c2ccc(Cl)cc2)[C@@H]([N+](=O)[O-])[C@@H]1c1ccccc1 (some centres not stated)	4.3%	-1.9%	-6.5%	2.6%	-1.7%
15	NC(=O)COC(=O)c1sc2cc(F)ccc2c1Cl	-5.6%	-4.5%	1.9%	-2.7%	-3.7%
16	O=C(NCCCN1CCOCC1)C(=O)c1c[nH]c2ccccc12	-1.0%	1.9%	2.7%	-15.9%	4.8%

item	HP1b binding inh	G9a inh	JMJD2A Tudor	POLI inh
9	5.7%	-3.3%[59 µM]	1.0%	95.4%[activator]
10	19.1%	-31.1%[59 µM]	-9.7%	-13.3%
11	34.6%	10.8%[59 µM]	-0.6%	50.6%[activator]
12	30.4%	?	-0.7%	33.4%[activator]
13	-9.0%	?	?	-0.8%
14	49.6%[activator]	29.9%[59 µM]	8.2%[57.1 µM]	5.4%
15	38.7%	14.8%	-9.9%	5.3%
16	19.4%	-7.8%	-1.4%	5.6%

Later entries:
item	SMILES	PGK inhibitor	Pin1 inhibitor	BLM inh	GLS inhibitor	BAZ2B block
17	Cc1cc(C)c(NC(=O)CSc2nc3ncc(Br)cc3[nH]2)c(Cl)c1	-3.6%	9.6%	-0.5%	1.3%	-12.6%[57.1 µM]
18	COc1ccc(CNC(=O)c2ccc(N3CCCC3=O)cc2)cc1	-5.0%	-0.2%	0.4%	3.0%	-1.9%
19	Cn1c(CO)cnc1-c1ccccc1	i	0.6%	-0.8%	-11.9%	-4.4%
20	COc1cccc(=O)c2c(C)n(-c3ccc(C(=O)O)cc3)c(C)c12	-7.7%	?	1.6%	-3.2%	?
21	COC(C[C@H]1O[C@@H]1[C@H](O)[C@H](C)OCc1ccccc1)OC	2.4%	-4.4%	·	3.3%	·
22	NC(=O)CSc1nnc(-c2cccs2)n1-c1ccccc1	-2.6%	7.2%	-3.9%	-6.0%	5.3%[57.1 µM]
23	COC(=O)c1cc2ccccc2c([N+](=O)[O-])c1O	i	-5.8%	·	-3.3%	·
24	Cc1cc(Cl)ccc1OCC(=O)OCC(=O)c1c(N)n(C)c(=O)n(C)c1=O	i	-4.8%	·	1.4%	9.2%

item	HP1b binding inh	G9a inh	JMJD2A Tudor	POLI inh
17	59.2%[activator]	25.6%	-9.5%	10.3%
18	24.4%	5.6%	-4.5%	15.7%
19	28.6%	0.5%	-2.1%	11.1%
20	-16.1%	?	-28.5%	15.8µM*
21	38.5%	·	-4.3%	17.4%
22	14.0%	11.7%	-8.3%	3.3%
23	10.3%[57 µM]	·	-24.1%	?
24	40.2%[activator]	-10.6%[59 µM]	-20.1%	27.8%

Continuation:
item	SMILES	PGK inhibitor	Pin1 inhibitor	BLM inh	GLS inhibitor	BAZ2B block
25	CN1CCN/C1=C(/C(Cl)=C(Cl)Cl)[N+](=O)[O-]	-1.8%	0.1%	-5.0%	3.0%	-27.2%
26	COc1ccc(C)c(NC(=O)NCCc2cnc[nH]2)c1	6.4%	4.7%	-2.4%	11.9%	-3.8%
27	O=C(NCCCn1ccnc1)c1cccc(Br)c1	i	?	-2.9%	-9.9%	-1.1%
28	COC(=O)c1cc(NC(=O)CCc2c(C)nc3c(c(C)nn3C(C)(C)C)c2C)cc(C(=O)OC)c1	-4.2%	3.8%	-3.3%	-8.0%	-4.0%
29	COc1cc(NC(=O)COc2ccc(-n3ccnc3)cc2)cc(OC)c1	-1.1%	-2.8%	3.9%	3.1%	·
30	CC(=O)Nc1ccc(S(=O)(=O)N2CCSC2c2ccc(Cl)cc2)cc1 (configuration not stated)	-3.2%	-1.8%	-9.0%	-7.8%	·
31	COC(=O)Nc1nnc(-c2ccccc2OC)s1	-9.1%	-2.7%	-7.0%	5.3%	-15.1%
32	CC1(C)C(=O)Nc2ccccc2N1C(=O)CN1C(=O)C(=O)N(C2CCCC2)C1=O	-0.2%	?	-5.3%	-2.3%	1.7%

item	HP1b binding inh	G9a inh	JMJD2A Tudor	POLI inh
25	35.8%	12.6µM*	?	?
26	20.9%	·	-22.6%	-14.9%
27	-2.2%	22.2%	-19.6%	?
28	24.8%	0.0%[59 µM]	-17.2%	23.0%
29	-7.1%	?	-23.2%	61.8%[activator]
30	39.6%[activator]	19.7%[59 µM]	-11.9%	-3.1%
31	28.4%	-2.6%	-11.9%	-11.9%[58.9 µM]
32	26.1%	20.4%	-7.7%	-15.9%

Going on with the list:
item	SMILES	PGK inhibitor	Pin1 inhibitor	BLM inh	GLS inhibitor	BAZ2B block
33	CCOC(=O)c1c(NC(=O)c2cc(C)on2)c2cc([N+](=O)[O-])ccc2n1C	i	?	-7.8%	-1.7%	1.9%
34	COc1cccc(NC(=O)Cn2nnc(C(=O)NCc3cccs3)c2N)c1	0.8%&8.4%	0.7%&11.0%	-3.5%&-0.8%	3.6%&2.8%	-23.7%&9.9%
35	COc1ccc(S(=O)(=O)NC2CCCCC2)cc1-n1cnnn1	i	-4.2%	-2.8%	0.0%	-25.5%
36	CN(C)CCCN(C(=O)COc1ccc(Cl)cc1)c1nc2cc3c(cc2s1)OCCO3	-11.4%	6.0%	·	3.9%	-35.0%
37	CCc1cccc(NC(=O)CN(C)C2=NS(=O)(=O)c3ccccc32)c1	0.5%	-1.3%	·	13.6%	10.4%
38	CCN(CC(=O)Nc1ccccc1C(F)(F)F)C(=O)c1cccc(S(=O)(=O)N2CCN(C)CC2)c1	-2.0%	-10.6%	·	13.2%	-35.5%
39	C/C(=C\C(=O)C(F)(F)F)Nc1cc(C)cc(C)c1	i	-7.3%	-8.4%	6.3%	57.2%[activator]
40	CN1C(=O)C2(OCCCO2)c2ccccc21	-7.7%	3.7%	-10.3%	0.3%	5.6%

item	HP1b binding inh	G9a inh	JMJD2A Tudor	POLI inh
33	17.1%	10.7%	-6.3%	-3.9%
34	44.3%&31.6%[activator]	5.1%	-0.7%&-1.6%	?
35	-4.9%	-3.3%	79.4µM*	66.4%[activator]
36	-20.1%	50.1µM*	?	26.5%
37	43.5%[activator]	-10.3%[59 µM]	-11.1%	4.6%
38	8.6%	-3.3%[0.501 µM]	-8.2%	-0.7%
39	35.0%	-29.5%[12.7 µM]	-4.7%	5.7%
40	17.9%	21.8%	-2.0%	16.3%

(continued)
item	SMILES	PGK inhibitor	Pin1 inhibitor	BLM inh	GLS inhibitor	BAZ2B block
41	Cc1cccc(/N=C/c2sc3ccccc3c2O)n1	-11.4%	37.6%[activator]	-8.5%	8.8%	?
42	O=c1[nH]c(=O)n(CCc2ccc(F)cc2)c(O)c1C=NCc1ccc2c(c1)OCO2	3.3%	12.2%	-2.0%	3.5%	12.2%
43	Cc1cc(C)nc(NC2=NCC(=O)N2c2ccc(Cl)cc2)n1	i	-9.8%	8.6%	2.3%	-0.9%
44	Cc1cccc(CN2CCN(c3ncccn3)CC2)c1	-4.1%	-0.4%	1.4%	4.7%	?

item	HP1b binding inh	G9a inh	JMJD2A Tudor	POLI inh
41	?	31.6µM*	?	?
42	23.7%	-10.9%[59 µM]	-12.7%	14.7%
43	25.3%	-11.0%[59 µM]	?	-0.7%
44	?	·	2.82µM*	107.6%[activator]

Bioassay records: PubChem, National Center for Advancing Translational Sciences (NCATS)
